# PTPN22 act – increases human PTPN22 phosphatase activity; 96,000 compounds, 0.11% hits; Q9Y2R2; recombinant LYP, DiFMUP fluorescence; 0 = plate median, 100 = signal doubled; AID 697; activation, % at 2 µM;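 active = activation at 2 µM above a set limit, the mean plus 5 SD, cut at about 37% in these data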
# Target sequence (Q9Y2R2 whole entry, looked up): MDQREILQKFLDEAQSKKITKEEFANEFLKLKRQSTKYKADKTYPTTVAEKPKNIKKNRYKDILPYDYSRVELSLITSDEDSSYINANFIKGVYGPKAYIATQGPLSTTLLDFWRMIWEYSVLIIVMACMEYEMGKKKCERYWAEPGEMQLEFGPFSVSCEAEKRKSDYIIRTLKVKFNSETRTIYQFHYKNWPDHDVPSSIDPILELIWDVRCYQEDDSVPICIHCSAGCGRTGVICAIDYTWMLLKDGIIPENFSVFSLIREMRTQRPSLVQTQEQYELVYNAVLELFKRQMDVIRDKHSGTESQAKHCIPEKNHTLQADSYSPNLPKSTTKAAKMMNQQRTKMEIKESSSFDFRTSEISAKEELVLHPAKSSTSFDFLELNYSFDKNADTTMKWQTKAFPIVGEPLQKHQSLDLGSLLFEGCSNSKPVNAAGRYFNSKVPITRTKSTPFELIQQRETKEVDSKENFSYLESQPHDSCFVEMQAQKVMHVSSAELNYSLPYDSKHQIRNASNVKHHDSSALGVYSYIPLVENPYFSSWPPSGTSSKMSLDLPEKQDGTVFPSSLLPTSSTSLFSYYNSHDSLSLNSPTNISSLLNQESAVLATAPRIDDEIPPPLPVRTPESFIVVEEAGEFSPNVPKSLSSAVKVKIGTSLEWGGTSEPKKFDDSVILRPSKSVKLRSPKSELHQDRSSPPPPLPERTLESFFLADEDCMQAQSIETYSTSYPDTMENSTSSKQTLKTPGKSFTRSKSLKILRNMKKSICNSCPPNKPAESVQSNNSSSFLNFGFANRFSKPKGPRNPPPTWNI
# hDAT+cocaine – modulates human dopamine transporter uptake under cocaine. LLC-PK1 hDAT cells, [14C]-dopamine uptake with cocaine IC80; actives deviate in either direction. B-score at 10 µM. 110,000 compounds, 1.3% hits. AID 449768;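 active = Z score or B-score, a plate-position-corrected score, falls beyond the plate's 99.7% confidence bounds, in either direction; inactive = both scores lie inside the 99.7% bounds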;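 also: scored against the spread of the other compound wells on the same plate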
# PTPN22 inh 2 – LYP (human) phosphatase inhibition | recombinant LYP catalytic domain, DiFMUP fluorescence | inhibition, % at 2 µM | 96,000 compounds, 0.21% hits | AID 640;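 active = inhibition at 2 µM at or above a set limit, the screen mean plus 3 SD, cut at about 24% in these data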;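 also: 0% = DMSO with enzyme and 100% = enzyme fully blocked by orthovanadate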
# CYP2C9 act – increases human cytochrome P450 2C9 activity. P11712. recombinant CYP2C9, luciferin-H conversion, luminescence; hits give high values; factor 1 = untreated enzyme, 0 = blocked. activation factor at 5 µM. 96,000 compounds, 1.4% hits. AID 1024;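 active = activation factor of 2 or more for CYP2C9 at a 5 µM dose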;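 also: 0 = sulfaphenazole-blocked wells and 1 = vehicle-only wells; values of inactives mirror those of a sister screen read the other way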
# Ecoli WT expand – growth inhibitors of E. coli BW25113 wild type; OD600 absorbance; growth inhibition, % at 100 µM; 98,000 compounds, 0.15% hits; AID 710;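 active = growth inhibition above about 50% at one test dose, limit read from the data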;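 also: growth measured after 20 h incubation at 37 °C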
# PostGolgi yeast – growth inhibition of a yeast mutant, post-Golgi transport screen. inhibition, % at 10 µM. 98,000 compounds, 0.9% hits. post-Golgi transport phenotypic cell assay;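 also: yeast cells grown in 1536-well plates; yeast grown about 18 h at 30C before absorbance read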
# PTK2B oligo ant – antagonists of human Pyk2 oligomerization. Q14289. Q293 cells, Pyk2 FERM NanoBiT luminescence; hits give low values. z-score (the deposit names both 25 µM and 10 µM). 99,000 compounds, 0.83% hits. AID 1347419;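 active = Z-score of -3 or lower, scaled per plate to the spread of control and sample wells; inactive = z-score above -3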;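 also: negative z-score means lost luminescence so less FERM oligomerization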
# CYP2C9 inh – human CYP2C9 inhibition | P11712 | CYP2C9 Supersomes, luciferin-H conversion, luminescence | inhibition, % at 5 µM | 96,000 compounds, 20% hits | AID 777;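 active = blocking of liver enzyme CYP2C9 beyond about 50% at 5 µM, limit read from the data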; also: values of inactives mirror those of a sister screen read the other way
# PostGolgi ctrl – yeast control strain growth, post-Golgi counter-screen; 98,000 compounds, 5% hits; inhibition, % at 10 µM; efflux-deficient yeast background strain, growth absorbance A615, 16 h
# * marks the source's active call; other numbers are inactive results; x = no result given. Rule as the data show it, unless noted: active = inhibition above about 30%; inactive = the rest.
SMILES,PTPN22 act,hDAT+cocaine,PTPN22 inh 2,CYP2C9 act,Ecoli WT expand,PostGolgi yeast,PTK2B oligo ant,CYP2C9 inh,PostGolgi ctrl
Cc1ccc(CSc2nnc(CS(=O)Cc3ccc(Cl)cc3Cl)n2C)cc1 (centres undefined),7,-0.02,-4,0.5,-2,13,-1.4,54*,30
O=C(Nc1ccc(Cl)cc1F)c1ccc(COc2c(F)c(F)c(F)c(F)c2F)o1,-3,-0.024,4,0.9,-4,12,1.5,5,3
CCc1nc2c(sc3nc4c(cc32)COC(C)(C)C4)c(=O)n1Cc1ccccc1,-15,-0.18,15,1.1,-9,-9,-0.71,-14,1
O=C(NC1CCCC1)c1ccc(Br)s1,x,0.13,x,0.7,29,-1,0.84,34,-2
CCOC(=O)c1cnc2sc3c(n2c1=O)CCCC3,4,0.026,-3,1.2,4,-1,1.3,-24,11
CC(C)CN(CC(C)C)S(=O)(=O)N1CCC(C(=O)NC2CCCCCCC2)CC1,x,-0.96,x,0.9,-5,-10,0.45,9,8
Cc1cc2nc(CCN(Cc3cccnc3)C(=S)Nc3ccc(F)cc3)[nH]c2cc1C,6,-0.36,-3,1.1,-9,4,-0.95,-8,3
COC(=O)CC1SC(=O)NC1=Nc1cccc(C)c1 (centres undefined),-3,-0.17,2,0.9,-3,7,1.6,12,15
Cc1ccc(CNc2nc3ccccc3n3nnnc23)cc1,x,0.23,x,0.9,-3,4,-0.14,11,10
COc1ccc2c(c1)N(C(=O)CSc1n[nH]c(C)n1)C(C)(C)C=C2C,-5,0.025,7,1,-5,1,0.44,4,2
CCCC(=O)Nc1ccc(C(=O)NNC(=O)c2cccs2)cc1,12,0.55,-10,1,-8,9,0.12,2,6
FC(F)C(F)(F)C1=CC(c2ccccc2)=NCCN1,-3,-0.26,3,1,5,4,1.4,-1,13
COc1cc(C(=O)Nc2ccc(O)cc2)ccc1OC(C)=O,3,0.1,-2,1.5,1,-2,-0.63,-54,0
COc1ccc(C(=O)COC(=O)Cn2nnc3ccccc32)cc1Br,3,0.36,-6,1.2,2,-15,0.2,-20,9
CCOC(=O)C1=C(C)N=C2SCCC(=O)N2C1c1cccs1 (centres undefined),-3,0.79,4,0.7,-4,1,-0.34,32,10
CC(=O)OCc1nc2ccccc2s1,2,0.044,1,1,4,-16,1.7,0,15
CCCS(=O)(=O)N1CCC(C(=O)NC2CCCCC2C)CC1 (centres undefined),-9,0.26,7,1,7,-1,1.2,-4,2
CCCN1CCN(C(=O)c2ccc(Sc3ccc(C)cc3)c(NC(C)=O)c2)CC1,12,-0.089,-9,0.8,2,3,-0.09,16,-1
CCOC(=O)c1c(NC(=O)c2cccs2)sc(C(=O)N(C)C)c1C,2,-0.063,-1,0.2,-4,3,-1.5,77*,7
COc1cccc(CNCCN2CCOCC2)c1OC,-1,-0.92,-2,1,3,11,-0.58,1,-4
Nc1nc(CN2CCN(c3cccc(Cl)c3)CC2)nc(N2CCCc3ccccc32)n1,-7,0.026,7,0.8,-6,4,3.1,22,42*
CCSc1nc2c(c(=O)[nH]1)C(C(C)C)C(C#N)=C(N)O2 (centres undefined),4,-0.2,-7,0.9,3,1,x,12,4
CCCC(=O)Nc1c2c(nn1-c1ccc(C)cc1C)CSC2,-6,-0.023,4,0.9,7,7,2,10,-6
COc1ccccc1NS(=O)(=O)c1ccc(NC(=O)CCNC(=O)c2ccco2)cc1,-2,-0.018,-1,1,5,2,0.74,1,5
Cc1cc(C)c(OCC(=O)Nc2cccc(NC(=O)c3ccco3)c2)c(Br)c1,x,-0.54,x,0.3,x,x,-2.5,74*,x
Cc1ccc(NC(=O)c2ccc(CSc3nnc(-c4ccncc4)n3C)cc2)c(C)c1,4,-0.51,-1,0.3,2,10,1.3,66*,0
CCc1nnc(NC(=O)CSc2nnc(-c3ccc(OC)cc3)n2C)s1,-4,0.54,7,1,-2,-6,-1.1,0,11
COC(=O)c1sccc1NC(=O)Nc1ccc(Cl)c(Cl)c1,-3,-7.9*,7,0.8,-13,21,0.05,23,11
Cc1cc(NS(=O)(=O)c2cccs2)no1,-7,-0.73,7,1.1,10,-2,0.82,-13,7
COc1ccccc1Cn1c(=S)[nH]c2cc(C(=O)N3CCN(C)CC3)ccc2c1=O,-7,-0.12,6,1,-2,7,3.5,-3,18
O=C(CCN1CCc2ccccc2C1)Nc1ccc2c(c1)OCO2,-7,-0.3,6,0.8,4,-12,0.57,24,17
Cc1cccc(OCC(=O)NCC(=O)n2nc(C)cc2C)c1,-2,-0.21,0,2.1*,-3,-2,-0.18,-114,17
O=C(NCc1ccncc1)c1c(F)c(F)c(F)c(F)c1F,4,-0.59,-6,0.3,0,2,0.1,67*,-2
CCOC(=O)c1c(-c2ccccc2)[nH]c2ccc(O)cc12,2,0.49,-4,0.7,-5,5,0.53,35,4
O=C(NCCC(=O)N1CCN(c2ncccn2)CC1)c1ccccc1Cl,5,-0.42,-7,0.5,-5,-4,-0.04,54*,-6
COc1ccc(C2Nc3ccccc3C(=O)N2Cc2ccccc2)cc1CSc1ccccn1 (centres undefined),-12,x,15,0.8,-9,4,x,23,4
Cc1cccc(Nc2n[nH]c(=S)s2)c1C,7,0.088,-9,0.9,1,-1,1.2,14,18
CCC(=O)Nc1ccc2nc(SCC(=O)N3CCCC3)sc2c1,8,1.1,-2,0.8,9,1,0.12,16,-2
COC(=O)C(C)N1C(=O)S/C(=C/c2cc(C)n(C(C)C)c2C)C1=O (centres undefined),12,0.73,-15,0.6,-14,5,-0.49,37,2
CCOC(=O)C1=C(C)N(C)C(=O)NC1c1c(C)nn(-c2ccc(C)cc2)c1Cl (centres undefined),-6,1.5,3,0.3,-7,24,-1.8,74*,2
CC(C)(C)C(=O)NC1CCN(C(=O)N2CCCC2)CC1,-6,-0.02,1,0.9,4,-1,-0.16,6,13
CC(=O)Nc1cccc(NC(=O)c2c(-c3ccccc3)noc2C)c1,13,-0.61,-12,0.3,-8,-5,0.53,74*,-8
O=C(Nc1ccc2c(c1)oc1ccccc12)c1ccc2c(c1)OCO2,-2,0.091,-6,1.2,-1,-6,0.38,-17,-10
CC(=O)OC(Cn1ccnc1)c1ccccc1 (centres undefined),-2,-1.2,0,0.8,-8,1,-1,18,11
O=C(CCCCCn1c(=S)[nH]c2ccc(Br)cc2c1=O)NCC1CCCO1 (centres undefined),10,-0.45,-10,0.9,-3,-7,0.02,12,16
CN1CCN(CCC(=O)Nc2ccc(OCc3ccccc3)cc2)CC1,-4,0.67,2,1.1,10,2,0.23,-15,12
Cc1ccc(N2CC(C(=O)Nc3ccccn3)CC2=O)cc1 (centres undefined),23,0.23,-27,0.8,1,0,0.66,24,-3
CSCCC(NS(=O)(=O)c1cccs1)C(=O)NCc1cccs1 (centres undefined),2,-0.76,0,0.7,4,1,1.3,33,6
O=C(CN1CCN(Cc2ccccc2Cl)C1=O)NCC1CCCO1 (centres undefined),-5,-0.57,4,1.5,-6,-5,x,-47,-2
CCOCCCNC(=S)N1C2CCC1CC(NC(=O)NC13CC4CC(CC(C4)C1)C3)C2 (centres undefined),-6,-0.18,9,0.9,-6,14,0.52,6,4
Cc1ccc(S(=O)(=O)N2CCCCC2)cc1C(=O)c1nccn1C,6,-0.33,-10,1,0,-8,-0.43,5,11
Cc1ccc(Cc2nnc3n(-c4ccccc4)nc(C(=O)c4ccccc4)n3c2=O)cc1,-5,0.21,6,x,x,x,-2.2,x,x
O=C1c2ccccc2C(=O)N1CCCn1c(=O)oc2ccccc21,1,-0.51,-2,1.1,-1,2,-0.32,-12,-6
O=C(O)CC(C(=O)OC1CCCCC1)N1CCOCC1 (centres undefined),1,-0.48,-1,0.8,2,0,0.03,20,18
COc1ccccc1-n1c2c(cc(C(=O)N3CCC(C)CC3)c1=O)C(=O)CC(C)(C)C2,1,-0.94,-4,0.6,6,0,x,36,-9
Cc1cc(Nc2cccc(F)c2)n2c(n1)nc1ccccc12,7,-0.88,-1,0.9,-3,-2,-0.14,12,1
O=C1C=C(NCCNc2c(F)c(F)c(CO)c(F)c2F)CCC1,-17,-1.1,18,0.6,7,-17,0.09,39,3
Cc1cc(C)n(Cc2ccccc2)c(=O)c1S(=O)(=O)c1ccccc1,-7,-0.041,11,0.9,-1,0,0.71,6,1
C/C(N)=C(/C#N)C(=O)CSc1nnnn1-c1ccc(C)cc1C,-12,-0.7,10,0.7,5,14,-0.71,31,8
Cc1oc(-c2ccc(Cl)cc2)nc1CS(=O)CC(=O)NCCN1CCCC1 (centres undefined),x,-0.42,x,0.7,-1,6,x,31,18
# (list continues)
SMILES,PTPN22 act,hDAT+cocaine,PTPN22 inh 2,CYP2C9 act,Ecoli WT expand,PostGolgi yeast,PTK2B oligo ant,CYP2C9 inh,PostGolgi ctrl
CCCCN(C(=O)Cn1nnc2ccccc21)C(C(=O)NCCOC)c1ccc(OC)cc1 (centres undefined),-6,-0.05,4,1,2,3,1.6,4,0
CCN(CC)CCN1C(=O)C(=O)/C(=C(/O)c2ccc(OC)c(OC)c2)C1c1ccccn1 (centres undefined),-6,-0.93,3,1.1,10,-7,-0.3,-11,10
O=C(CC1=NC2(CCCC2)Cc2ccccc21)N1CCOCC1,5,1.1,-2,0.8,-2,4,-0.19,19,13
O=C(NCc1ccco1)c1ccc(S(=O)(=O)N2CCCc3ccccc32)cc1,1,0.97,-3,0.2,-8,-15,-2.4,76*,2
COc1ccc(-c2nnc(SCC(=O)Nc3ccc4c(c3)OCCO4)n2N)cc1OC,0,0.74,3,0.4,-6,1,-0.36,58*,12
Cc1ccc2nsnc2c1S(=O)(=O)NCCc1c(C)[nH]c2ccc(F)cc12,6,0.45,-9,0.7,-7,6,-0.2,33,-2
Cc1[nH]nc2c1C(c1ccc3c(c1)OCO3)C(C#N)=C(N)O2 (centres undefined),-1,-1.5,-2,0.4,6,-11,1.8,57*,9
CC12CCC(c3nnc(SCC(=O)Nc4cccc5ccccc45)nc31)C2(C)C (centres undefined),-4,1.1,6,0.8,-3,-4,-0.41,22,9
Cc1ccc(C(=O)CSc2nc(C)cc(SCc3nnc(-c4ccccc4)o3)n2)cc1,-9,-1.5,7,0.5,-9,-2,0.14,47,-6
CC(C)c1cc(C(F)(F)F)n2nc(C(=O)O)cc2n1,7,-0.33,-6,1.1,-4,-3,-0.16,-7,4
CC(=O)Cc1ccccc1OCC(=O)O,6,-0.18,-11,0.8,-10,-4,0.13,17,10
CCOC(=O)c1ccc(N2C(=O)c3n[nH]c(C)c3C2c2ccc(OC)c(OC)c2)cc1 (centres undefined),3,0.88,-6,0.2,11,-6,-1.4,78*,5
CC(SC1=NCCS1)C(=O)Nc1nnc(-c2ccc(Br)cc2)s1 (centres undefined),-8,0.2,5,0.4,-11,4,x,57*,19
Cc1ccc(S(=O)(=O)N2CCC[C@H]2C(=O)OC(C)C(=O)Nc2ncc(Cl)cc2Cl)cc1 (some centres undefined),-9,-0.43,11,1.2,11,0,0.96,-23,10

# Ordered by value in CYP2C9 inh (descending): 5 from the list above.
structure	CYP2C9 inh
O=C1C=C(NCCNc2c(F)c(F)c(CO)c(F)c2F)CCC1	39
O=C(CC1=NC2(CCCC2)Cc2ccccc21)N1CCOCC1	19
CCOCCCNC(=S)N1C2CCC1CC(NC(=O)NC13CC4CC(CC(C4)C1)C3)C2 (centres undefined)	6
COc1ccccc1Cn1c(=S)[nH]c2cc(C(=O)N3CCN(C)CC3)ccc2c1=O	-3
Cc1cccc(OCC(=O)NCC(=O)n2nc(C)cc2C)c1	-114

# One compound at a time, from the list above:
# `CC(=O)Cc1ccccc1OCC(=O)O` reads PTPN22 act = 6; hDAT+cocaine = -0.18; PTPN22 inh 2 = -11; CYP2C9 act = 0.8; Ecoli WT expand = -10; PostGolgi yeast = -4; PTK2B oligo ant = 0.13; CYP2C9 inh = 17; PostGolgi ctrl = 10
# `CC(C)c1cc(C(F)(F)F)n2nc(C(=O)O)cc2n1` reads PTPN22 act = 7; hDAT+cocaine = -0.33; PTPN22 inh 2 = -6; CYP2C9 act = 1.1; Ecoli WT expand = -4; PostGolgi yeast = -3; PTK2B oligo ant = -0.16; CYP2C9 inh = -7; PostGolgi ctrl = 4

# Screening results deposited in PubChem by several laboratories.
